hIAP inh: human IAP inhibitors, primary screen, biochemical, luminescence, uHTS. inhibition, % at 10 µM. 330,000 compounds, 0.12% hits. purified IAP, CDP-Star luminescence, 30 min. Intestinal-type alkaline phosphatase (Homo sapiens), P09923;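 active means inhibition reaching a set limit with compound at 10 µM in the primary screen, cut at about 35% in these data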;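 further: plate controls were DMSO wells with enzyme for no effect and no-enzyme buffer wells for full effect; values of inactives mirror those of a sister screen read the other way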
mIAP inh: inhibitors of mouse IAP, primary screen, biochemical, luminescence, uHTS; 330,000 compounds, 0.2% hits; purified mouse IAP, CDP-Star luminescence, 30 min; inhibition, % at 10 µM; intestinal alkaline phosphatase [Mus musculus];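 active means inhibition of at least 40% at 10 µM in the primary screen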;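 further: plate controls were DMSO with enzyme for no effect and no enzyme wells for full effect; values of inactives mirror those of a sister screen read the other way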
A3G deaminase: APOBEC3G DNA deaminase inhibitors, primary screen, biochemical, fluorescence, single-stranded DNA substrate, uHTS; DNA dC->dU-editing enzyme APOBEC-3G (Homo sapiens), Q9HC16; recombinant A3G, ssDNA deamination FAM/TAMRA fluorescence; inhibition, % at 20 µM; 330,000 compounds, 0.28% hits; AID 493012, 2011;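 active means inhibition of at least 40% at 20 µM, with no more than 30% in the related APOBEC3A deaminase screen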;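 further: plate controls were DMSO wells with A3G for no effect and wells lacking A3G enzyme for full effect; some compounds called inactive have numbers as strong as hits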
Target sequence (Q9HC16 whole entry, looked up): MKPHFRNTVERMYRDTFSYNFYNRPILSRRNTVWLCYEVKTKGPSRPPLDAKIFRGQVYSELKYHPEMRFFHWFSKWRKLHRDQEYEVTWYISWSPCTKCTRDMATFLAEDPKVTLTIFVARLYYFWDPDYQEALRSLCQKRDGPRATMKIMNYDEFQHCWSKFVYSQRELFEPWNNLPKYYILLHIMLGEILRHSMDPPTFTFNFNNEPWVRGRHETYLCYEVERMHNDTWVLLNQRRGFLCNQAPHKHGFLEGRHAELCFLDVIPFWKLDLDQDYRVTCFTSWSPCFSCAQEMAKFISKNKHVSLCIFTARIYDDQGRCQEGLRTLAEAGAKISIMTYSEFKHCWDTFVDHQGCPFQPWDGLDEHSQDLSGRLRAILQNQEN
TIM10 inh: growth inhibitors of isogenic TIM10 control yeast, primary screen, counter-screen for tim10-1 yeast inhibitor project, luminescence, uHTS; AID 463195, 2010; 330,000 compounds, 1.4% hits; inhibition, % at 10 µM; S. cerevisiae TIM10 strain growth, BacTiter-Glo luminescence, 24 h;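 active means inhibition of 40% or more at the single tested concentration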;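 further: wild-type TIM10 isogenic control strain grown at permissive 25 °C; 0% = DMSO yeast wells and 100% = minimal medium wells without yeast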
beta cell repl: inducers of MIN6 beta-cell proliferation, primary screen, ATP luminescence, uHTS | MIN6 cells proliferation, ATPlite luminescence, 48 h; cells starved in 0.2% serum; 100% = growth in 10% serum | proliferation, % at 10 µM | 330,000 compounds, 0.29% hits | AID 2380, 2010;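 active means compounds whose signal lies at least 3.5 SD above the mean of all wells on their plate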;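 further: 0% = DMSO-treated cells in low-serum medium and 100% = 10% serum control; some compounds called inactive have numbers as strong as hits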
mIAP activ: activators of mouse IAP, primary screen, biochemical, luminescence, uHTS; intestinal alkaline phosphatase [Mus musculus]; muIAP, CDP-Star luminescence, 30 min; stronger effect = higher value; 1 = vehicle-only enzyme signal, 0 = enzyme-free wells; activation factor at 10 µM; 330,000 compounds, 0.24% hits;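 active means activation factor of at least 2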; further: the source names both 10 and 20 µM as test concentration; values of inactives mirror those of a sister screen read the other way
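Assay system: mouse IAP enzyme; Reagent: CDP-Star chemiluminescent phosphatase substrate; Compound: DMSO-dissolved test compounds; Incubation: 30 min, room temperature; Technique: luminescence from enzymatic CDP-Star hydrolysis; Controls: DMSO-only wells and no-enzyme negative control.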
NALP3 yeast inh: NALP3 inflammasome inhibitors in reconstituted yeast, primary screen, luminescence, uHTS; Yeast reconstituted NLRP3/ASC/caspase-1, beta-gal luminescence, 24 h; 330,000 compounds, 0.39% hits; inhibition, % at 10 µM;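 active means inhibition of 50% or more; inactive means inhibition below 50%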;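 further: plate controls were induced DMSO wells for no effect and uninduced yeast grown without galactose for full effect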
APOBEC3A inh: APOBEC3A ssDNA deaminase inhibitors, primary screen, selectivity assay for APOBEC3G inhibitor project, biochemical, FAM/TAMRA oligo cleavage fluorescence. recombinant A3A, FAM/TAMRA ssDNA deamination fluorescence. DNA dC->dU-editing enzyme APOBEC-3A (Homo sapiens), P31941. inhibition, % at 20 µM. 330,000 compounds, 0.41% hits. AID 493011, 2011;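 active means at least 40% inhibition at 20 µM here, with at most 30% in a related deaminase screen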;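 further: plate controls were A3A with DMSO for no effect and wells lacking A3A enzyme for full effect; some results filed as inactive read as strong as hits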
Target sequence (P31941 whole entry, looked up): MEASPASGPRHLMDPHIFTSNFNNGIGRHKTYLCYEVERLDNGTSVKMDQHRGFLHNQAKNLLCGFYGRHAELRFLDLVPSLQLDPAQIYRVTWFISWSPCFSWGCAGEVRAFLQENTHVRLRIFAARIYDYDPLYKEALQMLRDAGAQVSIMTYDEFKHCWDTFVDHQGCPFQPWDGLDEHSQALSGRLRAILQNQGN
tim10-1 inh: growth inhibitors of tim10-1 mutant yeast, primary screen, luminescence, uHTS. S. cerevisiae tim10-1 ts strain growth, BacTiter-Glo, 24 h. inhibition, % at 20 µM. 330,000 compounds, 2.2% hits. AID 463190, 2010;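 active means inhibition of at least 40%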;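 further: mutant grown at 25 °C; 0% = DMSO wells with yeast and 100% = wells holding no yeast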
Numbers without * were called inactive.

SMILES	hIAP inh	mIAP inh	A3G deaminase	TIM10 inh	beta cell repl	mIAP activ	NALP3 yeast inh	APOBEC3A inh	tim10-1 inh
O=C(COc1ccccc1)NCC(=O)N/N=C/c1ccc(Cl)cc1	19.8	-7.1	1.6	11.5	0.0	1.07	16.9	0.6	22.6
CC(=O)c1cccc(OCc2cc(C(=O)N3C[C@H]4CC[C@H]3C4)no2)c1	-12.6	-0.9	-3.4	5.7	1.8	1.01	18.0	-4.0	13.5
COc1cc(/C=C2\SC(=S)NC2=O)ccc1OS(=O)(=O)c1ccccc1	8.1	19.3	15.5	25.8	-5.8	0.807	-17.7	0.4	43.3*
Nc1c(C(=O)NCC2CCCO2)c2nc3ccccc3nc2n1-c1ccccc1 (stereo not given)	-10.8	-17.8	-5.8	-8.6	-1.4	1.18	20.9	-3.2	15.6
CC(C)C(NC(=O)c1ccco1)C(=O)OCC(=O)Nc1ccc(C(N)=O)cc1 (stereo not given)	-13.2	-1.8	-3.9	-16.8	-1.3	1.02	-7.2	-3.6	4.5
O=C(COC(=O)c1c[nH]c(=O)[nH]c1=O)Nc1ccccc1Br	-1.5	-10.2	-4.1	8.8	-4.8	1.1	4.7	-4.0	9.7
O=S(=O)(Nc1ccc(F)cc1)N1CCOCC1	18.3	-8.7	0.4	-7.2	-2.2	1.09	7.3	1.8	3.8
CCN(CC)S(=O)(=O)c1ccc(C)c(NC(=O)CSc2nc3ccccc3[nH]2)c1	1.0	15.7	-4.3	19.4	-0.3	0.843	-7.7	2.4	25.4
Cn1c(=O)c2sccc2n2c(CCCC(=O)Nc3ccccc3)nnc12	-16.1	-3.9	-0.8	0.1	-2.6	1.04	-12.1	-0.7	-3.7
O=C(COC(=O)CCNS(=O)(=O)c1cccs1)Nc1ccccc1	8.7	-4.7	-2.5	1.2	-5.6	1.05	6.0	3.9	6.5
COc1ccc([C@H](OC)[C@@]2(Cc3ccc(O)cc3)N=C(N)N(C)C2=O)cc1	-14.2	4.1	-5.7	-0.9	0.1	0.959	6.9	-0.7	2.3
Cc1ccc(-c2ccc(SCC(=O)N3CCCc4ccccc43)nn2)cc1	18.6	-6.7	-4.2	35.2	0.0	1.07	14.9	-3.8	17.1
COc1ccc(Cl)cc1N/C(N)=N/c1nc(CSc2ccc(C)cc2)cc(=O)[nH]1	-94.0	-26.7	-5.9	-0.4	-3.7	1.27	8.1	-2.0	-0.9
O=C(O)c1ccccc1C(=O)Nc1ccc(S(=O)(=O)Nc2ccc(F)cc2)cc1	-1.7	-1.2	-3.5	14.7	-0.1	1.01	5.0	-2.2	-5.1
COc1ccc(CN(C)C(=O)CCN(c2ccccc2)S(=O)(=O)c2ccc(C)cc2)c(OC)c1	15.8	2.9	2.5	8.0	-5.0	0.971	22.4	-0.9	27.5
CCOC(=O)c1c(C)n(CCOc2ccccc2)c2ccc(O)cc12	14.3	6.5	-7.2	18.8	-3.9	0.935	5.5	-1.9	-8.2
CN(CC(=O)Nc1c(Cl)cccc1Cl)C(=O)Cc1ccc(S(=O)(=O)N2CCOCC2)s1	9.4	8.6	-1.9	4.4	0.2	0.914	0.5	1.0	12.9
Cc1nc2ccc(Cl)cc2nc1C	-13.6	4.6	-7.5	10.8	7.6	0.954	10.7	-4.0	-5.1
CN(C)CCCN1c2ccccc2CCc2ccccc21	0.3	2.5	-4.7	13.5	-8.3	0.975	27.6	3.2	-0.6
O=C(CSc1nnc(-c2ccncc2)n1-c1ccccc1)Nc1ccc(C(=O)O)cc1	-3.5	2.5	-6.2	2.8	2.7	0.975	-0.1	-0.6	2.2
C[C@H](NC(=O)[C@@H]1CSC2c3ccccc3C(=O)N21)C(=O)NCc1c(F)cccc1Cl (stereo not given in full)	-10.2	-4.8	-3.0	9.9	-2.6	1.05	-3.3	-4.8	4.6
CC(C(=O)OCC(=O)N1CCN(c2ccccc2)CC1)N1C(=O)c2ccccc2C1=O (stereo not given)	-1.6	-8.0	-6.5	-24.1	-0.8	1.08	11.7	-2.9	-38.1
CCCCOC(=O)Nc1ccc(S(=O)(=O)Nc2onc(C)c2C)cc1	-1.5	1.3	-3.3	-14.9	-3.5	0.987	13.9	0.8	2.1
Cc1cc(CNC(=O)Cc2c(F)cccc2Cl)nn1C	14.2	8.7	-9.3	3.1	1.9	0.913	7.1	-2.7	7.2
O=C(O)[C@H]1CCCC[C@H]1C(=O)Nc1ccc(S(=O)(=O)N2CCOCC2)cc1	-1.6	-4.5	-0.2	-10.4	0.0	1.04	6.0	0.7	9.0
Cc1cccn2c(=O)c(/C=C(\C#N)C(=O)NC3CCS(=O)(=O)C3)c(Oc3ccccc3Cl)nc12 (stereo not given)	0.8	1.1	-0.2	1.0	0.0	0.989	6.6	-5.8	15.8
CCN(CC)c1ccc(/C=N/N2CCN(Cc3cccc4ccccc34)CC2)c(O)c1	-6.6	-0.8	-5.4	11.2	-4.2	1.01	13.8	-3.5	3.8
COc1ccc(-c2nc3cc([N+](=O)[O-])ccc3o2)cc1OC	-8.3	-4.9	4.0	-0.3	-0.6	1.05	14.1	-6.7	-6.4
O=C(COC(=O)c1ccc(F)cc1F)NC1CC1	-27.9	5.1	-3.4	0.7	-2.5	0.949	7.1	-4.6	-3.8
CN(CC(=O)Nc1ccccc1Cl)C(=O)Cn1cnc2ccccc2c1=O	18.8	11.3	-7.9	-1.9	3.4	0.887	-10.7	13.9	6.1
COC(=O)c1ccccc1OC(=O)c1ccc(Br)o1	22.1	2.8	-5.9	20.8	-0.6	0.972	5.8	-3.5	20.0
O=C(Nc1ccc2c(c1)C(=O)N(c1ccccc1)C2=O)c1cccs1	-10.2	2.7	6.6	5.2	-4.8	0.973	9.3	0.1	-19.4
COc1ccc(/C=C/C(=O)OCC(=O)N2CCCCCC2)cc1OC	3.7	-1.7	-6.7	3.0	-0.7	1.02	4.9	-0.5	6.0
C[C@H]1C=C(C(=O)O)O[C@@H](OCc2ccc(CO)cc2)C1	6.1	2.7	-5.1	2.2	1.5	0.973	12.3	-1.9	-13.8
CC(NC(=O)CSc1nc(=O)cc(N)n1-c1ccccc1)c1ccccc1 (stereo not given)	9.3	-3.1	-1.5	-10.3	-1.9	1.03	7.8	1.3	9.5
COC(=O)c1cc(S(=O)(=O)NCC2CCN(Cc3ccc(Cl)cc3)CC2)c[nH]1	-22.6	4.9	-3.8	-6.8	-1.2	0.951	12.7	-1.9	-17.6
N/C(=N\NC(=O)c1sccc1OCc1ccc(Cl)cc1Cl)c1ccccn1	-18.3	2.1	-9.9	-12.2	-4.0	0.979	4.5	-2.5	0.0
CC(C)C(NC(=O)c1c(F)cccc1F)C(=O)N1CCN(S(=O)(=O)c2ccc(F)cc2)CC1 (stereo not given)	12.4	3.5	-9.0	-1.8	3.6	0.965	17.7	-2.4	-14.2
C/C(Cc1ccccc1)=N\NC(=O)CCCCCC(=O)N/N=C(\C)Cc1ccccc1	-3.5	-7.1	-3.9	2.2	1.4	1.07	-1.0	-2.0	12.8
CN(C)S(=O)(=O)c1cccc(NS(=O)(=O)c2ccc(Cl)s2)c1	-17.0	5.3	-5.9	5.6	0.0	0.947	5.3	-0.6	6.2
O=C(COC(=O)c1ccccn1)NC12CC3CC(CC(C3)C1)C2	12.1	5.2	-2.9	13.4	0.8	0.948	2.3	0.3	22.2
COc1ccc(N(CC(=O)NC2CCCC2)C(=O)Cn2nnc(-c3ccc(F)cc3)n2)cc1	9.7	5.2	-9.8	18.7	-1.6	0.948	-6.0	-2.9	-6.7
O=C1CCCc2nc3c(cc21)C(O)Oc1c-3ccc2ccccc12 (stereo not given)	-8.2	-6.9	-0.6	2.9	-1.6	1.07	15.6	-7.5	-11.2
COCc1cc(NCc2ccc(Cl)cc2)nc(C)n1	-11.7	-10.8	-7.8	-6.9	-3.1	1.11	12.0	-7.5	8.0
O=C(Cn1c(-c2ccccn2)nc2ccccc21)N/N=C/c1ccccn1	-41.3	1.1	-3.7	-5.9	-0.1	0.989	-3.4	-0.2	18.6
CN(C)C(=O)[C@@H]1C[C@H]1[C@@H](NC(=O)OCc1ccccc1)c1ccccc1	1.5	-2.1	-0.2	9.9	-0.5	1.02	14.1	0.2	0.8
CC(Sc1ncnc2sc(-c3ccccc3)cc12)C(=O)N1CCNC1=O (stereo not given)	-0.7	6.9	-7.6	5.3	1.2	0.931	13.4	0.2	2.3
COc1ccccc1CCNC(=O)c1ccc(OC)c(OC2CCN(C(C)C)CC2)c1	-8.9	-0.6	0.5	0.3	1.5	1.01	12.0	0.7	-5.1
CN(C)S(=O)(=O)Nc1ccccc1C(N)=O	-7.1	3.9	-5.2	-18.9	-2.3	0.961	1.9	-2.1	9.8
CCn1ccnc1CN(C)C(=O)c1cc(COc2ccc(-n3cncn3)cc2)on1	8.0	1.7	-4.0	-0.9	-0.4	0.983	-5.5	-1.3	-14.3

Continued.
SMILES	hIAP inh	mIAP inh	A3G deaminase	TIM10 inh	beta cell repl	mIAP activ	NALP3 yeast inh	APOBEC3A inh	tim10-1 inh
O=C(O)c1cc(S(=O)(=O)N2CCOCC2)c[nH]1	-2.1	-11.1	-5.2	-4.0	-1.5	1.11	1.7	-0.2	-10.3
Cc1nnc(SCC(=O)NC(=O)NC(C)(C)C)s1	2.1	5.3	-6.4	3.2	2.8	0.947	10.0	-1.7	-3.0
Cc1ccsc1C(=O)OCC(=O)Nc1ccc(Cl)cc1C(F)(F)F	2.7	-4.0	2.3	-0.2	-0.8	1.04	6.6	2.5	22.8
COCCN(C(=O)CSCc1ccc(C)cc1)c1c(N)n(CC(C)C)c(=O)[nH]c1=O	11.0	4.1	-7.3	6.3	0.6	0.959	1.9	-3.8	-12.1
COc1ccc(CN2C(=O)C(C)Nc3ncnc(N4CCOCC4)c32)cc1 (stereo not given)	-8.3	4.8	-5.1	0.3	-2.8	0.952	6.2	-2.0	6.7
Cn1c(SCC(=O)Nc2ccc3nc(SCC(=O)N4CCCC4)sc3c2)nnc1-c1ccccc1	0.9	8.9	-3.6	10.5	-2.0	0.911	-3.9	-9.4	-11.3
Cc1ccc(Nc2nc(N)nc(CSc3nnnn3-c3ccccc3)n2)cc1	10.2	4.6	2.5	14.3	-1.9	0.954	4.7	2.2	27.7
Cc1ccc(C(=O)OCC(=O)NCc2cccs2)c(C)c1	8.5	0.9	-5.6	4.9	4.4	0.991	26.7	1.8	14.1

High-throughput results deposited in PubChem by Sanford-Burnham Center for Chemical Genomics.

Outcome played no part in choosing rows; any-hit rate near 4.6%.
